ASAP1 inh – inhibitors of human ASAP1 ArfGAP activity, primary screen, biochemical, fluorescence polarization; Arf-GAP with SH3 domain, ANK repeat and PH domain-containing protein 1 (Homo sapiens), …; ASAP1-stimulated ARF1 GTP hydrolysis, GDP FP detection; inhibition, % at 16.5 µM; 360,000 compounds, 0.19% hits; AID 624377, 2012; in the data active = inhibition above about 25%;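 also: 0% = vehicle with enzyme and substrate and 100% = no enzyme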
ADAM17 inh – ADAM17 inhibitors, primary screen, biochemical, QFRET; Disintegrin and metalloproteinase domain-containing protein 17 (Homo sapiens), P78536; recombinant ADAM17, EDANS/DABCYL FRET peptide cleavage; inhibition, % at 6.95 µM; 370,000 compounds, 0.83% hits; AID 720648, 2013;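 active = inhibition above the mean of compounds lying between control limits plus 3 SD, set per campaign, cut at about 8.5% in these data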;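 also: 0% = DMSO-only wells as the low control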
ADAM10 inh – human ADAM10 inhibitors, primary screen, biochemical, QFRET, HTS; 370,000 compounds, 0.62% hits; AID 720582, 2013; inhibition, % at 7 µM; Disintegrin and metalloproteinase domain-containing protein 10 (Homo sapiens), O14672; recombinant ADAM10, EDANS/DABCYL FRET peptide cleavage, 3 h;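 active = inhibition above a per-campaign cutoff equal to the mean of compounds falling between control-based bounds plus 3 SD, cut at about 20% in these data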;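 also: 0% = DMSO wells while the 100% control is not disclosed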
Target sequence (O14672 214-748 limits assumed): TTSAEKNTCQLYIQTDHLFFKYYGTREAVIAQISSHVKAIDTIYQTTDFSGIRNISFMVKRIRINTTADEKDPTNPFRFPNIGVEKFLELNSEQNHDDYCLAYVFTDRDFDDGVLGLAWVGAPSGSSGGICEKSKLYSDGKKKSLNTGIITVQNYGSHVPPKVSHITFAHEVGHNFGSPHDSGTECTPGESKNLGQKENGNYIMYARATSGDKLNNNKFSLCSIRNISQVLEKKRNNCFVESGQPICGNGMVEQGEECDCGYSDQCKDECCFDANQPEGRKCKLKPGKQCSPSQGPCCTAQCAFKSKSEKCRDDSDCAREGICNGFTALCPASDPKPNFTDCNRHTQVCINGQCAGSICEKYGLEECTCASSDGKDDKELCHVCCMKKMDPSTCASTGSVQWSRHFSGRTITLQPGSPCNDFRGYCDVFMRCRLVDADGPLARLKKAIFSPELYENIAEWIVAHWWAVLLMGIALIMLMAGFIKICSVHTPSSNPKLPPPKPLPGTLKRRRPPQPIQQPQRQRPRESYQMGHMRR
DDE Tn7 FP inh – inhibitors of Tn7 peptide binding to fibrin DD(E), primary screen, biochemical, fluorescence polarization, human fibrin, Tn7 probe. Fibrinogen beta chain (Homo sapiens), P02675. FP displacement of FITC-Tn7 peptide from fibrin DD(E); 0% = median of compound wells per plate. inhibition, % at 8.3 µM. 370,000 compounds, 0.13% hits. AID 720508, 2013;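 active = inhibition above the mean of compounds falling within the control limits plus 3 SD of them, cut at about 14% in these data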;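 also: 0% = plate median of compound wells and 100% = 10 µM Aha-Tn7 peptide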
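Test system: human clot-derived fibrin DD(E) complex / Quantity: 2 µM final DD(E) protein / Incubation: 10 min plus 3 h, room temperature / Measured by: fluorescence polarization / Benchmarks: high control of 10 µM Aha-Tn7 peptide / Replicates: singlicate testing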
ARFGAP1 inh – inhibitors of rat ARFGAP1 GAP activity, primary screen, biochemical, fluorescence polarization, GDP tracer. ADP-ribosylation factor GTPase-activating protein 1 (Rattus norvegicus), Q62848. Arfgap1-stimulated ARF1 GTP hydrolysis, GDP FP detection. inhibition, % at 16.5 µM. 360,000 compounds, 0.26% hits. AID 651572, 2012;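 active = inhibition above a per-plate limit, mean inhibition of low control wells plus 3 SD, cut at about 25% in these data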;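 also: 0% = DMSO wells with enzyme and 100% = wells lacking Arfgap1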
Target sequence (Q62848 1-136 limits assumed): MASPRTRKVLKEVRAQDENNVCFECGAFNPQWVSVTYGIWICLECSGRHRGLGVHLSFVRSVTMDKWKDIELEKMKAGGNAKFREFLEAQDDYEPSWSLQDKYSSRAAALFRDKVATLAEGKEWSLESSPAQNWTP
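System: truncated rat Arfgap1 GAP domain / Medium: HEPES-based buffer, pH 7.5 / Also added: N-terminally truncated human ARF1-GTP substrate / Incubation: enzyme reaction 120 min at 25 °C after 20 min preincubation / Measured by: FP of antibody-bound GDP Alexa 633 tracer, ex 620/em 688 nm / Replicates: singlicate, each compound tested once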
PLCb3 inh – human PLC-beta3 inhibitors, primary screen, biochemical, fluorescence | Purified PLC-beta3, fluorogenic substrate | 370,000 compounds, 0.18% hits | AID 720704, 2013 | inhibition, % at 12.2 µM; in the data active = inhibition above about 11%;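 also: 0% = median of compound wells on plate and 100% = full blocker control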
Tn6 DDE FP – inhibitors of Tn6 peptide binding to fibrin DD(E), primary screen, biochemical, fluorescence polarization, human fibrin, Tn6 probe | Fibrinogen beta chain (Homo sapiens), P02675 | Fibrin DD(E) TRITC-Tn6 fluorescence polarization displacement | inhibition, % at 8.3 µM | 370,000 compounds, 0.21% hits | AID 720509, 2013;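 active = inhibition above a per-campaign cutoff: mean of compounds within control limits plus 3 SD, cut at about 15% in these data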;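 also: 0% = median of all compound wells on the plate and 100% = blocking peptide control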
TDP2 absorb – human TDP2 enzyme inhibitors, primary screen, biochemical, epi absorbance, recombinant enzyme | Tyrosyl-DNA phosphodiesterase 2 (Homo sapiens), O95551 | T5PNP hydrolysis, p-nitrophenol absorbance 415 nm | inhibition, % at 12.8 µM | 370,000 compounds, 0.34% hits | AID 720702, 2013;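 active = inhibition above the mean of all tested compounds plus 3 SD, set per campaign, cut at about 25% in these data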;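 also: 0% = DMSO with enzyme and 100% = buffer with substrate but no TDP2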
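Test system: human TDP2 enzyme; Input: 120 nM TDP2 per well; Buffer or medium: Mg2+-containing Tris-HCl buffer, pH 7.5; Reagent: 5 mM T5PNP; Dosing: 12.8 µM single point, 1% DMSO; Incubation: reaction 2 h, 37 °C; Detection: p-Nitrophenol epi absorbance; Read-out: % inhibition relative to enzyme-containing and enzyme-free wells; Replicates: single well per compound.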
SIAE primary – human SIAE inhibitors, primary screen, biochemical, fluorescence polarization, FP-Rh probe, 1536-well HTS. Sialate O-acetylesterase (Homo sapiens), Q9HAT2. AID 1053197, 2014. 370,000 compounds, 0.69% hits. SIAE FP-Rh probe binding. inhibition, % at 9.66 µM;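 active = inhibition above a cutoff: mean of compounds within the control limits plus 3 SD of those, cut at about 17% in these data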;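 also: 0% = plate median of compound wells and 100% = probe without SIAE protein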
PLC-gamma1 inh – PLC-gamma1 enzyme inhibitors, primary screen, biochemical, fluorescence, purified enzyme; fluorogenic substrate; inhibition, % at 12.2 µM; 370,000 compounds, 0.84% hits; AID 720700, 2013; in the data active = inhibition above about 9.5%
* marks the source's active call; other numbers are inactive results; x = no result given.

The opening eight compounds, ahead of the listing:
Every second line gives: PLC-gamma1 inh	PLCb3 inh	ARFGAP1 inh	Tn6 DDE FP	ADAM10 inh	DDE Tn7 FP inh	TDP2 absorb	ADAM17 inh	SIAE primary	ASAP1 inh
CCOc1ccccc1NC(=O)CCSc1nc2n[nH]c(C)c2c(=N)n1-c1ccccc1Cl
    0	-1	-5	5	-1	6	-11	-4	-11	5
Cc1ccc(S(=O)(=O)NC(=O)C2(C)CCN2C(=O)c2cccc(F)c2)cc1 (stereo not drawn)
    -1	-1	-8	5	-2	5	-6	-3	-3	4
Cc1ccsc1C(=O)C1CCCN(Cc2cn(C)nc2-c2ccccc2)C1 (stereo not drawn)
    4	-3	15	-7	-1	-1	-19	-3	-3	-2
CCOc1ccccc1Nc1nnc(SCc2ccc(C(=O)OC)o2)s1
    -1	-2	8	-10	-3	-1	-9	0	3	-2
O=C(NCC1CCN(C(=O)C(=O)c2cccs2)CC1)c1cccnc1
    1	1	2	2	-2	1	-8	-3	-2	-8
O=C(O)Cn1cnc2sc3c(c2c1=O)CCCC3
    4	0	-2	2	-1	1	1	1	4	-5
O=C(OCC(=O)N1CCCC1)c1c(Cl)ccc(Cl)c1Cl
    0	-6	-3	6	4	-6	0	1	-6	11
Cc1nc2ccc(F)cc2cc1C(=O)NCC1CCCO1 (stereo not drawn)
    -3	-1	-5	1	-7	-7	-7	-1	-2	4

The listing, previewed entries included:
Every second line gives: PLC-gamma1 inh	PLCb3 inh	ARFGAP1 inh	Tn6 DDE FP	ADAM10 inh	DDE Tn7 FP inh	TDP2 absorb	ADAM17 inh	SIAE primary	ASAP1 inh
CCOc1ccccc1NC(=O)CCSc1nc2n[nH]c(C)c2c(=N)n1-c1ccccc1Cl
    0	-1	-5	5	-1	6	-11	-4	-11	5
Cc1ccc(S(=O)(=O)NC(=O)C2(C)CCN2C(=O)c2cccc(F)c2)cc1 (stereo not drawn)
    -1	-1	-8	5	-2	5	-6	-3	-3	4
Cc1ccsc1C(=O)C1CCCN(Cc2cn(C)nc2-c2ccccc2)C1 (stereo not drawn)
    4	-3	15	-7	-1	-1	-19	-3	-3	-2
CCOc1ccccc1Nc1nnc(SCc2ccc(C(=O)OC)o2)s1
    -1	-2	8	-10	-3	-1	-9	0	3	-2
O=C(NCC1CCN(C(=O)C(=O)c2cccs2)CC1)c1cccnc1
    1	1	2	2	-2	1	-8	-3	-2	-8
O=C(O)Cn1cnc2sc3c(c2c1=O)CCCC3
    4	0	-2	2	-1	1	1	1	4	-5
O=C(OCC(=O)N1CCCC1)c1c(Cl)ccc(Cl)c1Cl
    0	-6	-3	6	4	-6	0	1	-6	11
Cc1nc2ccc(F)cc2cc1C(=O)NCC1CCCO1 (stereo not drawn)
    -3	-1	-5	1	-7	-7	-7	-1	-2	4
COc1ccc2c(c1)[C@H]1[C@H](CO2)[C@H](c2ccccc2)[C@@]2(C)C(=O)N[C@H](C)C(=O)N12
    0	0	2	-5	-23	-1	-1	-3	1	-2
COc1ccc(CCNC(=O)C(C)SCC(=O)Nc2ccc(F)cc2)cc1 (stereo not drawn)
    1	4	-2	-4	-8	-5	-4	0	2	-12
COC(=O)COc1ccc(S(=O)(=O)NCc2ccncc2)cc1
    0	0	-3	2	-5	-5	4	-3	-5	-5
COc1ccc(CCN(C)C2CCCN(S(=O)(=O)c3ccc(C)cc3)C2)cc1OC (stereo not drawn)
    1	0	-5	5	0	4	4	-3	-4	-4
CCc1nc2ccccc2c(C(=O)Nc2cc(C)ccc2C)c1C
    0	-3	-3	-3	16	-4	-1	0	13	-9
CCn1cc(C(=O)NCc2ccc3c(c2)OCO3)c(=O)c2cc(S(=O)(=O)N3CCOCC3)ccc21
    0	1	-3	-9	3	2	7	0	-3	-8
COc1ccc(/C=N/Nc2ncc(-c3ccccc3)cn2)c(OC)c1
    -3	-10	-7	-3	6	1	-5	-1	0	-7
Cc1cc(NS(=O)(=O)c2ccc(NC(=O)c3c(F)c(F)c(F)c(F)c3F)cc2)nc(C)n1
    0	-1	-16	2	-6	-5	0	0	5	3
COc1cccc(C2N(c3ccc(Cl)cc3)C(=O)C3CCCN32)c1 (stereo not drawn)
    0	-3	-7	-8	-6	5	-15	-2	13	4
O=C(COc1ccc(S(=O)(=O)N2CCCCC2)cc1)NCc1ccccn1
    1	4	8	7	-2	4	5	0	7	14
O=C(Cn1cnc2ccc(Cl)cc2c1=O)c1cccs1
    5	-1	1	3	5	-2	-9	3	0	14
CC[C@@H](C)[C@H](CN[C@H](CNC)C(C)C)NC[C@@H](C)c1ccc(CC(C)C)cc1
    3	0	13	3	-1	4	-5	-6	6	21
CCSc1nnc(NC(=O)COc2ccc(Cl)cc2)s1
    2	2	5	2	2	4	-18	2	-1	10
Cc1cc(NC(=O)CC2(CC(=O)O)CCCC2)n(C)n1
    3	-3	-2	0	-3	1	0	-6	0	-9
CCc1nc(SCC(=O)NCCc2ccccc2)c2oc3ccccc3c2n1
    -1	1	-7	-2	2	-7	9	1	-1	4
Cn1c(SCc2nc(-c3cccs3)no2)nnc1C1CCCCC1
    8	4	-6	4	3	1	-3	2	0	8
O=C(CN1C(=O)S/C(=C\C=C\c2ccccc2)C1=O)N1CCOCC1
    0	-8	-8	5	-1	-2	2	-1	-1	13
CCOC(=O)/C(C#N)=C/C=C1\C=Cc2ccccc2N1CC
    6	1	21	0	-4	3	-3	-3	2	10
C[C@@H](CO)N(CCc1cn(Cc2ccccc2)nn1)S(=O)(=O)c1ccccc1Br
    0	3	x	5	-2	5	7	-2	-4	x
COc1ccc(NC(=O)c2c[nH]c(=O)n(-c3ccc(C)c(C)c3)c2=O)c(OC)c1
    3	3	-1	-5	-1	2	4	-4	-4	7
COc1cccc(CN(C)CC(=O)NCc2ccccc2Cl)c1
    -1	-1	-1	0	-6	1	1	-2	2	-7
CCCn1c(=O)c2ccccc2n2c(SCC(=O)N3CCc4ccccc4C3)nnc12
    1	-2	-4	-8	-3	3	-3	-4	-4	1
Cc1c(C(=O)NC(C)C2CC3CCC2C3)cccc1[N+](=O)[O-] (stereo not drawn)
    0	2	4	2	-4	-4	9	-1	-5	-7
COc1ccc(C(CNC(=O)C(=O)Nc2ccc3c(c2)OCCO3)N2CCN(C)CC2)cc1 (stereo not drawn)
    4	3	2	-1	-3	-9	10	1	2	2
S=c1[nH]nc(CSCCOc2ccccc2)o1
    2	-6	-2	-5	3	-2	1	-4	-1	3
C=CCNC(=S)N1CCC(C(=O)c2ccc3c(c2)OCCO3)CC1
    0	-5	8	-2	-9	-7	6	-2	-4	-4
Cc1ccc(S(=O)(=O)N2CCOCC2)cc1C(=O)O
    -1	3	-4	-2	4	-4	-3	1	-5	13
CC(=O)Nc1cccc2ccc(O)cc12
    -4	1	5	5	-3	4	-24	-4	-7	-9
CCOCCCNC(=O)C1CCN(S(=O)(=O)CC)CC1
    -2	1	5	-7	4	-4	1	1	3	10
O=C(NCc1ccccc1)OC1CC2CC1[C@H]1CCCCN1C2 (stereo partly drawn)
    -3	-3	x	-6	-9	7	6	-6	5	x
COc1ccccc1N1CCN(C(=O)c2cc3c(C)nc4ccccc4c3o2)CC1
    7	-6	10	-2	11	-1	-18	-3	-14	6
CN1CCN(c2oc(-c3ccco3)nc2S(=O)(=O)c2ccccc2)CC1
    8	-3	1	3	2	-2	-1	2	0	4
O=[N+]([O-])c1cc(/C=N/N2CCN(c3ccccc3)CC2)ccc1Cl
    0	2	3	-6	1	6	2	-4	-6	7
O=C(Nc1ccc(S(=O)(=O)Nc2ncccn2)cc1)c1ccccc1
    3	-5	8	1	-6	-6	7	2	-1	-12

Screening results from PubChem BioAssay.
